RGS4 inhibitor: Inhibitors of Regulator of G Protein Signaling (RGS) 4: qHTS; Potency, µM (series often up to 114 µM), inactives show at the highest dose activity change, negative = inhibition, usual class: inhibitors; Transcreener GDP fluorescence polarization, RGS4-accelerated GTP hydrolysis; 0.039% of 390,000 active; further: on the % scale 0 is the no-effect control and ±100 the full control effect; nearly all actives have a fitted effect of over 75% in size; some results filed as inactive show a strong effect at the top dose
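MLSMR compounds (23 nl, pin-transferred) preincubated 10 min at room temperature with a 500nM (2x) first reagent, then RGS4 at 900nM (2x) plus Transcreener GDP mix added; fluorescence polarization (620/688 nm) read before and after 90 min at 30 °C.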
GLS inh: qHTS for Inhibitors of Glutaminase (GLS); Potency, µM (doses to about 45.5 µM), inactives show top-dose activity change, negative = inhibition, usual class: inhibitors; 0.21% of 410,000 active; GLS enzymatic activity, qHTS titration; AID 624170, 2012; Glutaminase kidney isoform, mitochondrial (Homo sapiens), O94925; further: on the % scale 0 is the no-effect control and ±100 the full control effect
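Compounds were pin-transferred onto hKGA, after which L-glutamine (1 mM solution) and a detection mix of glutamate oxidase, HRP and Amplex Red were added. Initial and 30 min RT fluorescence reads were collected.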
ERG-DNA inh: qHTS for Small Molecule Inhibitors of the ERG Ets/DNA interaction; Transcriptional regulator ERG (Homo sapiens), P11308; 0.028% of 370,000 active; AID 624246, 2012; fluorescence polarization, His-ERG Ets domain / labelled DNA; Potency, µM (doses to about 76.9 µM), for inactives: at the top dose FP activity, negative = inhibition, most hits filed as inhibitors; active means well fitted inhibition curve with a large enough effect in the polarisation, with a control signal flat; inconclusive means small, poorly fitted or top-dose-only effect, or effect the other way, or a change in a side signal; inactive means no such curve, though single readings can be large or run the other way; the % refers to the polarisation;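 further: polarization taken with two DNA probes labelled with fluorescein and Texas red; % of control where 0% means no effect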
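His-tagged ERG Ets domain (1 uM in the protein solution; 300mM KCl, 50mM Tris-HCl, 1mM EDTA, 1mM DTT, pH 7.5) received compound, then a probe mix of 5 nM fluorescein-DNA and 100nM Texas-615-DNA. Fluorescence polarization was read for both dyes.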
Tb PGK inh: qHTS Assay to Find Inhibitors of Phosphoglycerate Kinase. Phosphoglycerate kinase, glycosomal (Trypanosoma brucei brucei), P07378. PGK/GAPDH coupled, Kinase-Glo luminescence, 60 min. Potency, µM (highest dose often 57.5 µM), for inactives: top-dose activity change, negative = inhibition, actives largely listed as inhibitors. 0.043% of 380,000 active; further: on the % scale 0 is the no-effect control and ±100 the full control effect; nearly all actives have a fitted effect of over 60% in size
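Luminescent ATP detection (Kinase-Glo Plus) follows a 60-minute room-temperature incubation, with wells lacking PGK as controls. Buffer: 100 mM TEA (pH 7.6), 5 mM MgCl2, 0.01% Tween-20. Coupling enzyme GAPDH (100 nM final) supplies unstable 1,3-BPG in-well.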
Pin1 inh: qHTS Assay to Find Inhibitors of Pin1 | Pin1 FP peptide displacement, HiFluor488, 10 min | AID 504891, 2011 | 0.009% of 390,000 active | Peptidyl-prolyl cis-trans isomerase NIMA-interacting 1 (Homo sapiens), Q13526 | Potency, µM (titrated, usually from 115 µM), for the others: top-dose activity, negative = inhibition, hits mostly inhibitors; active means well fitted inhibition curve with a large enough effect in the polarisation, with a control signal flat, not every such curve was filed as active; inconclusive means small, poorly fitted or top-dose-only effect, or effect the other way, or a change in a side signal; inactive means no such curve, though single readings can be large or run the other way; the % refers to the polarisation; further: on the % scale 0 is the no-effect control and ±100 the full control effect
HP1b chromo inh: HTS for Inhibitors of HP1-beta Chromodomain Interactions with Methylated Histone Tails. Chromobox protein homolog 1 (Homo sapiens), P83916. AlphaScreen HP1-beta / biotin-H3K9me3 peptide binding. Potency, µM (titrated, usually from 114 µM), for the others: at the top dose activity change, negative = inhibition, actives largely listed as inhibitors. 0.56% of 390,000 active. AID 540317, 2011; further: nearly all actives have a fitted effect of over 70% in size; inactives centre near 23
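HP1-beta protein (50 nM final) preincubated 30 min at room temperature with biotinylated H3(1-18)K9me3 peptide (50 nM) in PBS pH 7.4, 0.01% Tween-20, then compound added for 30 min. AlphaScreen streptavidin donor/nickel chelate acceptor beads (10 ug/mL final), 30 min dark, luminescence read.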
12-LOX inh: Primary qHTS assay for inhibitors of human arachidonate 12S-lipoxygenase (ALOX12): Round 2; purified 12hLO, xylenol orange hydroperoxide absorbance; 1.1% of 580,000 active; Polyunsaturated fatty acid lipoxygenase ALOX12 (Homo sapiens), P18054; Potency, µM (top dose mostly 108 µM), for the others: at the highest dose activity change, negative = inhibition, actives largely listed as inhibitors; further: on the % scale 0 is the no-effect control and ±100 the full control effect
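Purified human 12hLO at 150 nM in 25 mM Hepes, 0.01% Triton X-100, pH 7.0, preincubated 15 min at room temperature with compound. Reaction started with 40 uM arachidonic acid, 30 min at room temperature. Hydroperoxide measured by Fe-xylenol orange, 573/405 nm absorbance ratio.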
JMJD2A Tudor: qHTS Assay for Inhibitors of JMJD2A-Tudor Domain; AID 504339, 2011; 4.4% of 390,000 active; Potency, µM (doses to about 114 µM), for inactives: top-dose activity change, negative = inhibition, most hits filed as inhibitors; Lysine-specific demethylase 4A (Homo sapiens), O75164; AlphaScreen JMJD2A-Tudor / H3K4me3 peptide binding; further: on the % scale 0 is the no-effect control and ±100 the full control effect; nearly all actives have a fitted effect of over 50% in size
Target sequence (O75164 whole entry, looked up, the tested form may be a part): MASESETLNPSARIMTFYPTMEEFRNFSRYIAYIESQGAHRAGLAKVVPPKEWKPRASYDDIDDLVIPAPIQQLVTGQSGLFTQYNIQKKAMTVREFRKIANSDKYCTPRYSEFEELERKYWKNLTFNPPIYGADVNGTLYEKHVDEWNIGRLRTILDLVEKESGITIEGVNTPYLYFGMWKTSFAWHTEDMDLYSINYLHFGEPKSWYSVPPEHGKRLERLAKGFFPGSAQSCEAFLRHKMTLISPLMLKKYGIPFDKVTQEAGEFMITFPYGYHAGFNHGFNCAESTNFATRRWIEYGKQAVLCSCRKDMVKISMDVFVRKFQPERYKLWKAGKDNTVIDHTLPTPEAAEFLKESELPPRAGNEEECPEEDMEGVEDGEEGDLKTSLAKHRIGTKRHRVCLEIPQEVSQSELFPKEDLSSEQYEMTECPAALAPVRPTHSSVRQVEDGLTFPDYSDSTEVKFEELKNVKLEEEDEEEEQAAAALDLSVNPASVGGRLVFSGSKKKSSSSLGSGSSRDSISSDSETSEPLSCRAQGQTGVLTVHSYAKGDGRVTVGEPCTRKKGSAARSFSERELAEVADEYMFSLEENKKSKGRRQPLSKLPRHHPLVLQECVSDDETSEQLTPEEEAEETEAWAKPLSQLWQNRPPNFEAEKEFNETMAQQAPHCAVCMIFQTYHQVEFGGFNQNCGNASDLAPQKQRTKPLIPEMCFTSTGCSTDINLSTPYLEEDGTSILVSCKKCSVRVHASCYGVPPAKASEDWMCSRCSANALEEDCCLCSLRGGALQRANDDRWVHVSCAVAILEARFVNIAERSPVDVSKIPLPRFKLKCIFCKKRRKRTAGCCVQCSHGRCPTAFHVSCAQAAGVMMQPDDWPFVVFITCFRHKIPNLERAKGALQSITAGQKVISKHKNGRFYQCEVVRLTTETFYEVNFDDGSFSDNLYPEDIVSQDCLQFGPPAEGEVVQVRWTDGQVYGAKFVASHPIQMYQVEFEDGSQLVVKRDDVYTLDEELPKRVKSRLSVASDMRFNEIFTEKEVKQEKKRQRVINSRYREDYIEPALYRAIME
rTrxR1 inhibitor: qHTS Assay for Inhibitors of Mammalian Selenoprotein Thioredoxin Reductase 1 (TrxR1): qHTS; Thioredoxin reductase 1, cytoplasmic (Rattus norvegicus), O89049; recombinant rTrxR1, NADPH fluorescence consumption, selenite substrate; Potency, µM (doses to about 114 µM), inactives show at the highest dose activity change, negative = inhibition, actives largely listed as inhibitors; 1% of 390,000 active; further: on the % scale 0 is the no-effect control and ±100 the full control effect; nearly all actives have a fitted effect of over 65% in size
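Rat TrxR1 (90 nM in the dispensed reagent) was pre-reduced with 400 uM NADPH for 5 min at room temperature, then incubated with compound for 15 min. After 400 uM selenite was added, NADPH fluorescence (Ex 340/Em 450 nm) was followed for 8 min.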
The depositor's hits bear a star; i = inactive; ? = inconclusive; / = no result given; & = joins results of further samples; [ ] = another dose, or the depositor's remark. Unless noted, the call rests on the fitted dose curve; in most records, active means well fitted curve in the direction sought with a large enough effect; inconclusive means small, poorly fitted or top-dose-only effect, or another doubt; inactive means no such curve, though single readings can be large; an effect the other way counts as inactive or inconclusive. Potency means the concentration at half of the fitted maximal effect. Not all compounds are listed (hit frequency here may not be typical).

Values run as follows: RGS4 inhibitor | GLS inh | ERG-DNA inh | Tb PGK inh | Pin1 inh | HP1b chromo inh | 12-LOX inh | JMJD2A Tudor | rTrxR1 inhibitor
- CCOC(=O)c1cc(-c2ccc(OC)cc2)n(CCC(=O)NCc2ccccc2OC)c1C
  8% | -12% | -8% | -2% | 13% | 10% | -15% | -31% | -8%[57.1 µM]
- CCC(=O)NC(=S)Nc1ccc(NC(=O)c2cccc([N+](=O)[O-])c2C)cc1
  2% | -13% | -3% | i | 1% | 38% | 0% | 1% | ?
- O=C(c1noc2c1CCCCC2)N1CCN(c2cccc(C(F)(F)F)c2)CC1
  30% | -15% | -1% | 9% | ? | 46%[activator] | -5% | 19% | 10%
- COCCNC(=O)C1CCN(S(=O)(=O)c2ccc3c(c2)OCCO3)CC1
  -15% | 1% | -2% | 0% | 5% | 14% | 4% | -3% | 12%[57.1 µM]
- CC12CCC3C(CCC4CC(O)CCC43C)C1CC(O)C2 (configuration not stated)
  1% | -18% | 0% | 5% | 2% | -11% | 4% | -13% | 15%
- O=C(O)C1CCN(C(=O)COc2ccc3c(c2)oc(=O)c2ccccc23)CC1
  3% | 19% | -3% | 4% | 3% | 13% | -1% | -12% | -34%
- COC(=O)c1c(NC(=O)CN2C(=O)c3ccccc3C2=O)sc(Cc2ccc3c(c2)OCO3)c1C
  -35% | -10% | 8% | -1% | ? | -8% | 26% | -2% | 49%
- COc1cc(CNCc2c[nH]c3ccccc23)cc(OC)c1
  -15% | -24% | -19% | -5% | -9% | ? | ? | 3.5µM* | 9%[57.1 µM]
- CCCN1CCC(NC(=O)C2CC=CCC2C(=O)O)CC1 (configuration not stated)
  3% | -7% | 9% | -4% | -6% | 41%[activator] | -10% | 2% | -28%
- CCOC(=O)c1c(C)n(CCO)c2ccc(O)cc12
  -1% | 26% | 6% | i | -12% | 13% | 20% | -9% | -4%

One compound at a time (already shown). Order of values: RGS4 inhibitor | GLS inh | ERG-DNA inh | Tb PGK inh | Pin1 inh | HP1b chromo inh | 12-LOX inh | JMJD2A Tudor | rTrxR1 inhibitor
Shown for O=C(c1noc2c1CCCCC2)N1CCN(c2cccc(C(F)(F)F)c2)CC1 → 30% | -15% | -1% | 9% | ? | 46%[activator] | -5% | 19% | 10%
Shown for COCCNC(=O)C1CCN(S(=O)(=O)c2ccc3c(c2)OCCO3)CC1 → -15% | 1% | -2% | 0% | 5% | 14% | 4% | -3% | 12%[57.1 µM]

Other records:
Values run as follows: RGS4 inhibitor | GLS inh | ERG-DNA inh | Tb PGK inh | Pin1 inh | HP1b chromo inh | 12-LOX inh | JMJD2A Tudor | rTrxR1 inhibitor
- C/C(=N\NC(=O)C1CCCN(S(=O)(=O)c2ccccc2)C1)c1ccncc1 (configuration not stated)
  -9% | 13% | 6% | 0% | 1% | 48%[activator] | 2% | 3% | 13%
- O=C(O)c1nn(-c2ccccc2)ccc1=O
  -27%[11.4 µM] | 13% | -1% | i | 0% | 14% | ? | -21%[11.4 µM] | -9%
- O=c1ccc(-c2ccc(S(=O)(=O)N3CCCCC3)o2)n[nH]1
  20% | 1% | -2% | -5% | -1% | 9%[57 µM] | -6% | -14% | 11%
- Cc1nn(-c2cc(N3CCOCC3)ccc2N)c(=O)c2ccccc12
  -2%[56.9 µM] | 23% | -8% | 2% | -1% | 43%[activator] | -2% | 5%[57.1 µM] | 1%
- Cc1ccc(NC(=O)C2CCCN(S(=O)(=O)c3ccc(F)cc3)C2)cc1 (configuration not stated)
  6% | 0% | 6% | 10% | 2% | 40%[activator] | 4% | -9% | 3%
- CCc1cccc(C)c1NC(=O)Cn1c(NCCO)nc2ccccc21
  5% | 19% | -15% | i | 2% | 16% | -8% | -4% | 11%
- CSc1ncc(C(=O)N2CCN(c3cc(C)ccc3C)CC2)c(C)n1
  -3% | 6% | 6% | 0% | 13% | 22% | ? | -17% | 2%
- CN(C)S(=O)(=O)c1cccc(C(=O)OCC(=O)c2c(N)n(C)c(=O)n(C)c2=O)c1
  -35% | 7% | -1% | -5% | -1% | 14% | -9% | -19% | 4%[57.1 µM]
- CCN(CC)S(=O)(=O)c1ccc(N2CCN(c3ccccc3O)CC2)nc1
  29% | 4% | -2% | 1% | 2% | 11% | -6% | -25% | 5%
- Cc1ccc(NC(=O)CN2C(=O)N/C(=C\c3ccco3)C2=O)cc1
  -42% | 0% | / | -1% | ? | -14% | -29% | -12% | ?
- Cc1ccc2c(c1)-c1c(cnn1CC(=O)N1CCN(c3ccccc3F)CC1)CO2
  -16% | 6% | 0% | -3% | -6% | 28% | 12%&-9% | 3% | 12%
- O=C1N(Cc2cccnc2)C[C@@H]2C[C@@H](c3ccccc3C(F)(F)F)N3CCC[C@@]123
  23% | -3% | 32µM* | i | 2% | 4% | 26% | -20% | -11%
- CCNc1ccc(C(=O)OCC(=O)NCc2ccc(C)cc2)cc1[N+](=O)[O-]
  -3% | 3% | -1% | 0% | -5% | 16% | 8% | -15% | 19%
- O=C(c1ccccc1)N1N=C(c2cccs2)CC1c1ccccc1O (configuration not stated)
  15% | 19% | 13% | 10% | 8% | 5% | 39% | -34% | 5%
- Cc1ccc(Cn2cccc(-c3nc4ccccc4s3)c2=O)cc1
  -14% | -5% | 5% | 0% | 12% | 114%[activator] | -26% | 49%[activator] | -31%
- CCCc1nnc(SCCSc2nnc(CCC)n2N)n1N
  22% | 0% | -1% | -2% | -4% | 18% | 0% | -2% | 5%
- COc1ccc(N(Cc2cccs2)C(=O)COc2ccc([N+](=O)[O-])cc2)cc1
  -9% | 4% | 2% | -8% | 17% | 32% | -8% | -16% | 17%
- CCOc1ccccc1CN1CCN(Cc2nc3c(s2)CCCC3)CC1CCO (configuration not stated)
  9% | 6% | -1% | -5% | 7% | 12% | -3% | -26% | 7%
- Cc1c(C(=O)c2ccc3c(c2)OCO3)ccc2c1OCO2
  0% | 1% | 0% | 0% | -5% | 73%[activator] | -10% | 3% | 5%[11.4 µM]
- CCOC(=O)c1scc(-c2ccc(C)cc2)c1S(=O)(=O)Nc1cc(OC)ccc1OC
  -2% | 4% | 0% | -13% | 1% | -22% | ? | ? | 27%[57.1 µM]
- Cc1nc2ccc(S(=O)(=O)NCC(=O)O)cc2s1
  -22% | -9% | -12% | -5% | -6% | 65%[activator] | ? | -17% | 7%[57.1 µM]
- Cc1ccsc1C(=O)OCC(=O)NCCCc1ccccc1
  6% | -8% | -6% | -4% | -5% | 53%[activator] | -7% | 3% | 12%
- CCOC(=O)N1CCC(NS(=O)(=O)c2cc(C(=O)OC)n(C)c2)CC1
  23% | 4% | -7% | -5% | -2% | 33% | 8%[57.4 µM] | -14% | -4%
- CC(C(=O)Nc1ccc(O)c(C(=O)O)c1)N1C(=O)/C(=C/c2cccs2)SC1=S (configuration not stated)
  ? | 33%[activator] | 14% | -7% | ? | -34%[57 µM] | ? | ? | -30%
- CCCCNCCCOc1cc(Cl)ccc1Cl
  24% | 15% | -3% | -10% | 1% | 14% | -2% | -18% | 2%
- COc1ccccc1C(=O)NC1(C(F)(F)F)C(=O)Nc2c1c(=O)[nH]c(=O)n2-c1ccccc1 (configuration not stated)
  7% | 11% | 4% | -10% | -3% | 26% | -25% | -4% | 16%
- O=C(O)C1=NN(c2cc(Cl)c(S(=O)(=O)O)cc2Cl)C(=O)C1
  9% | 1.1µM* | 4% | ? | / | -9%[57 µM] | 19% | 6.3µM* | 22%[57.1 µM]
- O=[N+]([O-])c1nn(-c2ccccc2)n(O)c1=NC1CCN(Cc2ccccc2)CC1
  20% | -5% | -3% | -5% | 0% | -18% | -6% | -29% | -50%
- COc1ccccc1/C=N/NC(=O)CSc1ccc2ccccc2n1
  2% | -16% | -1% | -8% | 3% | -5% | 0% | -17% | -6%
- COC(=O)c1ccc(C)c(NC(=O)Cn2cnc3ccccc3c2=O)c1
  14% | 4% | -7% | 3% | -18% | 24% | 2% | -4% | 6%[57.1 µM]
- COc1ccc(C(C)NC(=O)CN(c2cc(OC)ccc2OC)S(=O)(=O)c2ccccc2)cc1 (configuration not stated)
  -20% | -1% | 0% | 3% | ? | 0% | 1% | -20% | -4%
- CCOC(=O)NC(=O)CSc1nnnn1-c1ccc(C)cc1
  25% | -16% | 2% | 15% | -3% | 58%[activator] | 0% | -9%[57.1 µM] | 7%
- CCOC(=O)c1sc(NC(=O)c2cccc(S(=O)(=O)N(CC)CC)c2)cc1C
  -3% | 1% | 6% | 2% | -1% | 36% | -4% | -22% | -3%
- O=C(NCc1ccccc1)C1CCC(CNc2c(N3CCCCC3)c(=O)c2=O)CC1 (configuration not stated)
  10% | 6% | -10% | -3% | 0% | 33%[activator] | 4% | -20% | 9%
